High-throughput results (PubChem)
NPC1 prom act: qHTS Assay for NPC1 Promoter Activators. Potency, µM (doses to about 9.22 µM), for the others: at the highest dose activation, hits mostly activators. Huh7 NPC1 promoter luciferase reporter, 24 h. hit rate 2.4% among 320,000;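 also: potency is read from the fitted curve at half-maximal effect; % of control where 0% means no effect; nearly all actives have a fitted effect of over 60% in size; reporter is driven by a mutant NPC1 promoter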
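Cells: Huh7 expressing luciferase under the NPC1 promoter, 1500/well. Seeded 2 h, compound added, incubated 24 h at 37 °C. Luciferase reagent, 10 min ambient, then luminescence.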
FLuc counter: qHTS profiling assay for firefly luciferase inhibitor/activator using purifed enzyme and Km concentrations of substrates (counterscreen for miR-21 project); Luciferin 4-monooxygenase (Photinus pyralis), P08659; purified FLuc, Km substrates, luminescence inhibition; hit rate 6.9% among 360,000; AID 588342, 2011; Potency, µM (highest dose often 57.5 µM), inactives show at the highest dose activity change, negative = inhibition, hits mostly inhibitors;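 also: potency is read from the fitted curve at half-maximal effect; plate controls were vehicle for no effect and reference inhibitor for full effect; nearly all actives have a fitted effect of over 55% in size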
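Purified P. pyralis luciferase (10nM final) with 10uM D-luciferin and 10uM ATP (Km levels) in 50mM Tris acetate pH 7.5, 10mM Mg acetate, 0.01% Tween-20, 0.05% BSA; qHTS 6-point titration, ~60 µM downward; luminescence read.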
Giardia killer: Small Molecules that selectively kill Giardia lamblia: qHTS. activity change, % at 7.66 µM, hits read low. hit rate 0.15% among 340,000. Giardia lamblia trophozoite viability; in the data active = activity change below about -80%; inconclusive = between about -30% and that limit;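 also: parasites exposed to compound for two days anaerobically before the ATP read; % is scaled to controls: 0 for no effect and ±100 for the full control effect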
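Luminescence from cellular ATP indicates surviving trophozoites (100 cells/well) following 48 hrs anaerobic compound treatment at 37 deg C; signal develops 15-30 min at room temperature.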
PKM2 act: qHTS Assay for Activators of Human Muscle isoform 2 Pyruvate Kinase; hit rate 0.34% among 260,000; purified PKM2, Kinase-Glo ATP luminescence, activation; response scale: 0% is enzyme alone, no compound; Potency, µM (top dose mostly 57.5 µM), for the others: at the highest dose activation, usual class: activators; AID 1631, 2009; Pyruvate kinase PKM (Homo sapiens), P14618; also: potency is read from the fitted curve at half-maximal effect; % is scaled to controls: 0 for no effect and ±100 for the full control effect; nearly all actives have a fitted effect of over 55% in size
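ATP formation by purified human PK-M2, quantified via coupled luciferase luminescence after 1 h at room temperature with 0.1 mM ADP and 0.5 mM PEP final.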
BRCA1 expr act: qHTS Assay to Identify Small Molecule Activators of BRCA1 Expression. hit rate 1.1% among 380,000. MCF7-BRCA1-FFLuc reporter, luminescence, 48 h; response scale: scaled: vehicle 0%, 10 µM genistein 100%. AID 624202, 2012. Potency, µM (highest dose often 46.1 µM), for the others: top-dose activation, actives largely listed as activators; also: potency is read from the fitted curve at half-maximal effect; nearly all actives have a fitted effect of over 80% in size; some results filed as inactive show a strong effect at the top dose
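MCF7 cells carrying a BRCA1-firefly luciferase reporter (2000 cells/well, phenol-red free MEM) were attached for 2 h at 37 °C, then given compounds for 48 h. Luminescence was read 15 min after luciferase reagent; activity normalized to genistein (10 microM) and DMSO.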
p53 reactivator: qHTS assay for re-activators of p53 using a Luc reporter | H1299 p53-A138V BP100-luciferase reporter, luminescence, 24 h | Potency, µM (series often up to 92.2 µM), for the others: at the highest dose activity change, positive = activation, actives largely listed as activators | hit rate 0.063% among 320,000; also: potency is read from the fitted curve at half-maximal effect; % of control where 0% means no effect; nearly all actives have a fitted effect of over 45% in size
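H1299 (p53-null), stable ts p53-A138V + BP100-Luc; 1000 cells/well, Opti-MEM/10% FBS; cpd 4 pt, 1:5; 24 h, 37 deg C, 5% CO2; detection reagent 10 min RT; luminescence.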
ELG1 genotoxic: qHTS screen for small molecules that induce genotoxicity in human embryonic kidney (HEK293T) cells expressing luciferase-tagged ELG1; HEK293T ELG1-luciferase reporter, luminescence, 16 h; Potency, µM (top dose mostly 46 µM), for the others: top-dose activity change, positive = activation, most hits filed as activators; hit rate 1.3% among 330,000; also: potency is read from the fitted curve at half-maximal effect; % of control where 0% means no effect; nearly all actives have a fitted effect of over 60% in size
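HEK293T cells expressing luciferase-tagged ELG1 were exposed to compound or DMSO vehicle for 16 hr at 37 °C and 5% CO2. Luciferase activity was then measured with ONE-Glo after 30 min at room temperature.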
RORgamma inh: qHTS for inhibitors of ROR gamma transcriptional activity. Drosophila S2 Gal4-RORgamma UAS-luciferase reporter, 20 h. Potency, µM (highest dose often 53.6 µM), inactives show at the highest dose activity change, negative = inhibition, hits mostly inhibitors. hit rate 5.4% among 310,000. AID 2551, 2010; also: potency is read from the fitted curve at half-maximal effect; % is scaled to controls: 0 for no effect and ±100 for the full control effect; nearly all actives have a fitted effect of over 60% in size
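Luciferase reporter read in Schneider cells carrying Gal4-RORγ (mouse) and UAS-Photinus luciferase; cells given compound 1 h before 700 uM copper sulfate induction, then incubated 20 h at ambient temperature.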
Menin MLL FP TR: qHTS Assay for Inhibitors Targeting the Menin-MLL Interaction in MLL Related Leukemias: Competition With Texas Red Labeled MLL-derived Mutant Peptide; Menin + Texas Red MLL mutant peptide, fluorescence polarization; Potency, µM (highest dose often 61.6 µM), for inactives: top-dose FP activity change, negative = inhibition, actives largely listed as inhibitors; hit rate 0.23% among 270,000; AID 1768, 2009; active = well fitted inhibition curve with a large enough effect in the polarisation, with a control signal flat, not every such curve was filed as active; inconclusive = small, poorly fitted or top-dose-only effect, or effect the other way, or a change in a side signal; inactive = no such curve, though single readings can be large or run the other way; the % refers to the polarisation; also: potency is read from the fitted curve at half-maximal effect; % of control where 0% means no effect; many of its hits are not listed in these tables
Target sequence (O00255 whole entry, looked up): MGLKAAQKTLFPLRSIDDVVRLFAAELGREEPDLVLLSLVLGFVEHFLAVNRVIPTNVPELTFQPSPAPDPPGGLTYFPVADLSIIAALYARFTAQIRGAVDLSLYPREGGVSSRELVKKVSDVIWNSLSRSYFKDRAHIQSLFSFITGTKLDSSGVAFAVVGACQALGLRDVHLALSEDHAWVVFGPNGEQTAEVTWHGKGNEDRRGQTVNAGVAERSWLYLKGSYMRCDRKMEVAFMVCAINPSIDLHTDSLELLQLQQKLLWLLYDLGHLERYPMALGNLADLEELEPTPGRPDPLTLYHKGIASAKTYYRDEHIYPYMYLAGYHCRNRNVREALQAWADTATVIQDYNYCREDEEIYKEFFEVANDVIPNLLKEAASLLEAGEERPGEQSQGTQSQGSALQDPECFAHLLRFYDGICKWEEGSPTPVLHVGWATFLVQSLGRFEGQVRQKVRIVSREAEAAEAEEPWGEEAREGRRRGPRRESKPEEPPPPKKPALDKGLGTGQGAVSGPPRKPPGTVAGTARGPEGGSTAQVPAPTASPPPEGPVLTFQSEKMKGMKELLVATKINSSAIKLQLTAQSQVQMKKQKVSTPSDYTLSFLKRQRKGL
Rab9 promoter act: qHTS Assay for Rab9 Promoter Activators; Potency, µM (doses to about 9.22 µM), for the others: top-dose activation, negative = inhibition, hits mostly activators; hit rate 2.8% among 320,000; Huh7 Rab9 promoter-luciferase reporter, luminescence, 24 h; also: potency is read from the fitted curve at half-maximal effect; % of control where 0% means no effect; nearly all actives have a fitted effect of over 60% in size
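Cells were plated at 1500 per well in reduced-serum medium with 10% FBS and left 2 h. Compound in DMSO was then added for 24 h at 37 °C. Reporter signal was read by luminescence after 10 min with luciferase detection reagent.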
VP16 counter: VP16 counterscreen qHTS for inhibitors of ROR gamma transcriptional activity. Drosophila S2 Gal4-VP16 UAS-luciferase, luminescence, 20 h. hit rate 3.5% among 310,000. AID 2546, 2010. Potency, µM (doses to about 53.6 µM), for the others: at the highest dose activity, negative = inhibition, usual class: inhibitors;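 also: Gal4-VP16 expression switched on by copper sulfate through the metallothionein promoter; potency is read from the fitted curve at half-maximal effect; % is scaled to controls: 0 for no effect and ±100 for the full control effect; nearly all actives have a fitted effect of over 50% in size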
An asterisk follows results filed as active; ? = inconclusive; . = no result given; [ ] = remark or other dose. Unless noted, calls follow the shape of the dose curve; as a rule, active = well fitted curve in the direction sought with a large enough effect; inconclusive = small, poorly fitted or top-dose-only effect, or another doubt; inactive = no such curve, though single readings can be large; an effect the other way counts as inactive or inconclusive. Not all compounds are listed. The share of hits here may be higher or lower than overall.

Sample of the layout, 3 compounds:
Structure	NPC1 prom act	FLuc counter	Giardia killer	PKM2 act	BRCA1 expr act	p53 reactivator	ELG1 genotoxic	RORgamma inh	Menin MLL FP TR	Rab9 promoter act	VP16 counter
Cc1c2n(c3ccccc13)CCN(C)C2	6%	2%	14	.	43%	-2%	0%	.	.	0%	.
CCOC(=O)c1c(NC(=O)c2cc(C)oc2C)sc(C(=O)Nc2ccc(Cl)cc2)c1C	23%	17µM*	-2	0%	94%	7%	14%	16%	?	29%	-29%
CCCCNC(=O)c1ccc2c(c1)C(=O)N(Cc1ccncc1)C2=O	3%	-1%	13	.	-11%	-2%	2%	-2%	.	-1%	12%

Results, previewed entries included:
Structure	NPC1 prom act	FLuc counter	Giardia killer	PKM2 act	BRCA1 expr act	p53 reactivator	ELG1 genotoxic	RORgamma inh	Menin MLL FP TR	Rab9 promoter act	VP16 counter
Cc1c2n(c3ccccc13)CCN(C)C2	6%	2%	14	.	43%	-2%	0%	.	.	0%	.
CCOC(=O)c1c(NC(=O)c2cc(C)oc2C)sc(C(=O)Nc2ccc(Cl)cc2)c1C	23%	17µM*	-2	0%	94%	7%	14%	16%	?	29%	-29%
CCCCNC(=O)c1ccc2c(c1)C(=O)N(Cc1ccncc1)C2=O	3%	-1%	13	.	-11%	-2%	2%	-2%	.	-1%	12%
COc1cccc(/C=N/N2C(=O)CSC2=S)c1O	8%	27µM*	?	-49%	-8%	?	2%	4µM*	?	-1%	4.5µM*
COc1ccccc1-c1nnc(Sc2nc([N+](=O)[O-])nn2C)o1	-4%	0%	10	3%	-88%[inhibitor]	-14%	-20%	?	4%	1%	?
COc1ccc(C(=O)NC2CCN(C(=O)Nc3ccc(F)cc3)CC2)cc1	-6%	-8%	8	-1%	0%	0%	-21%	0%	7%	3%	-6%
COC(=O)c1ccccc1NC(=O)COC(=O)CO/N=C(\C)c1ccc2c(c1)OCO2	-3%	1%	-18	-2%	2%	-1%	3%	-3%	.	4%	7%
COc1ccc(NC(=O)c2ccccc2NC(=O)c2cccs2)cc1	16%	15µM*	-26	2%	50%	2%	?	30%	27%	22%	-3%
Cn1cnnc1SCc1ccccc1	0%	1%	7	-9%	-3%	7%	-1%	3%	19%	12%	-3%
O=C(/C=C/c1ccccc1Cl)NCc1ccccc1	3%	?	13	8%	50%	-3%	14%	-5%	-3%	29%	7%
COc1ccc(C2=NS(=O)(=O)N(C)C(C(=O)N3CCCCC3C)=C2)cc1 (configuration not stated)	0%	-14%	-4	8%	-17%	2%	-3%	0%	-18%	0%	-7%
O=C(CSc1nc2ccccc2s1)N/N=C/c1ccco1	-2%	-16%	21	-1%	-20%	4%	0%	-35%	-1%	-6%	24%
CCCCNC(=O)N(O)C1N(/N=C/c2ccco2)C(=S)SC1(C)C (configuration not stated)	0%	.	-9	.	1%	7%	4%	.	.	-2%	.
O=C(NCc1ccc(F)cc1)c1cccc2c1C(=O)c1ccc(N3CCOCC3)cc1S2(=O)=O	6%	-2%	10	.	-9%	-1%	-10%	.	.	-2%	.
CCCCNC(=O)C1(NC(=O)Nc2ccc(C)cc2)CCCCC1	7%	-4%	45[activator]	-3%	-7%	-2%	3%	-1%	7%	4%	5%
O=C(c1cc(-c2ccc(Cl)c(Cl)c2)on1)N1CCOCC1	1.4µM*	3µM*	-1	-3%	1.3µM*	29%	?	9%	13%	2.8µM*	0%
N#C/C(=N\Nc1cc(Cl)cc(Cl)c1)c1nnc2n1CCCCC2	-3%	-9%	1	9%	-24%	-4%	-2%	6.3µM*	1%	-3%	6.3µM*
CC1(c2ccccc2)NC(=O)N(CC(=O)NC(=O)NCc2ccco2)C1=O (configuration not stated)	0%	1%	-11	5%	-24%	-3%	2%	21%	2%	-10%	10%
COc1ccc(NC(=O)c2cc(-c3ccccc3O)n[nH]2)cc1Cl	14%	-5%	14	.	-9%	6%	6%	-10%	?	-3%[1.84 µM]	5%
O=C(NNc1c(Cl)cncc1Cl)c1cccs1	-4%	2%	9	-5%	1%	-8%	-7%	0%	.	-4%	4%
C/C(=N\NC(=O)C(c1ccncc1)N1CCOCC1)c1ccc(Br)cc1 (configuration not stated)	1%	0%	-5	0%	0%	-4%	0%	-4%	0%	-11%	1%
CC1CCN(c2ccc(C(=O)O)cc2)CC1	-2%	-2%	-9	-3%	0%	5%	3%	-18%	14%	3%	12%
Cc1cc(N2CCN(c3cccc(C(F)(F)F)c3)CC2)n2ncnc2n1	-3%	-12%	4	10%	-43%	-1%	-3%	20%	-9%	-14%	-3%
COc1ccc(/C=C/C(=O)NC(=S)NN2CCCCC2c2cccnc2)cc1 (configuration not stated)	0%	?	-1	22%	-19%	-7%	-1%	7.1µM*	15%	-3%	?
N#Cc1ccc(CSc2nc(N)cc(N)n2)cc1	0%	-12%	1	2%	40%	3%	-2%	25%	-7%	1%	-5%

The list goes on:
Structure	NPC1 prom act	FLuc counter	Giardia killer	PKM2 act	BRCA1 expr act	p53 reactivator	ELG1 genotoxic	RORgamma inh	Menin MLL FP TR	Rab9 promoter act	VP16 counter
COc1ccc(C(=O)OCC(=O)c2ccc(Br)s2)c(OC)c1	0%	?	-4	.	-8%	7%	15%	.	.	2%	.
CC1(NC(=O)c2cccc(S(=O)(=O)N3CCN(c4ccc(F)cc4)CC3)c2)CCS(=O)(=O)C1 (configuration not stated)	3%	-1%	-5	.	-18%	-4%	-8%	.	.	-4%	.
Cn1c(=O)c2c(SCc3ccccc3)nc(C3CC3)nc2n(C)c1=O	-1%	-1%	12	-14%	-23%	0%	4%	14%	.	9%	-5%
O=C(COC(=O)c1nc(Cl)ccc1Cl)NC1CCCCCC1	-1%	0%	4	.	13%	-1%	1%	.	.	8%	.
CSc1ncc(CN2CCc3c([nH]c4ccccc34)C2C(C)(C)C)cn1 (configuration not stated)	-2%	-3%	2	-12%[11.5 µM]	-38%	13%	-4%	?	29%	-1%	2%
CCc1ccc(N2CCN(S(=O)(=O)CC34CCC(CC3=O)C4(C)C)CC2)cc1 (configuration not stated)	-4%	11%	-9	-5%	-50%	.	3%	?	-15%	0%	-25%
COc1ccc(N(C(C)C(=O)NCCSCc2cccc(Cl)c2)S(C)(=O)=O)cc1 (configuration not stated)	2%	8%	-12	0%	31%	.	-4%	21%	17%	0%	-5%
CCc1cc(C(=O)NNC(=S)NC(C)c2ccccc2)cs1 (configuration not stated)	-1%	0%	3	-1%	-36%	-2%	-8%	-35%	.	-1%	-20%
CCN(C(=O)c1cn(C)c(=O)c2cc(OC)c(OC)cc12)c1cc(C)ccc1C	-2%	2%	-1	-5%	-19%	-17%	-5%	19%	-10%	1%	-1%
Cc1ccc(N(CC(=O)N/N=C/c2cccs2)S(C)(=O)=O)cc1	7%	-2%	-18	-4%	17%	-8%	0%	-6%[10 µM]	-4%	-1%	-11%
O=C(CNS(=O)(=O)c1ccccc1)OCC(=O)c1c[nH]c2ccccc12	-2%	-2%	4	.	-1%	-2%	5%	.	.	-3%	.
CCOC(=O)N1CCN(C(=O)C2CCN(S(=O)(=O)c3ccc(F)cc3)CC2)CC1	1%	1%	-2	0%	-12%	-2%	0%	12%	0%	-1%	4%
CC(OC(=O)c1ccc2noc(-c3ccccc3)c2c1)C(N)=O (configuration not stated)	1%	-14%	-23	.	18%	5%	-5%	30%	-10%	16%	-20%
O=C(CCCCCN1C(=O)c2cccc3cccc(c23)C1=O)NCCCO	-2%	?	-3	8%	6%	-1%	3%	0%[1.91 µM]	23%	-8%	-10%
